CatL block = inhibitors of human cathepsin L | purified cathepsin L, fluorogenic substrate, fluorescence | P07711 | 0.17% of 58,000 active | inhibition, %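 (tested at 10 µM)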; in the data active = inhibition above about 45%;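 also: 0% = enzyme with no compound and 100% = no enzyme blank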
FXIa inh mix = factor XIa (human) inhibition, mixture screen; AID 680; P03951; inhibition, % at 5 µM; 0.19% of 62,000 active; purified FXIa, fluorogenic substrate, pooled mixtures; in the data active = inhibition above about 20%, passing the limit was not always enough;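 also: each value is inhibition by a whole ten-compound pool holding the compound; 0% = enzyme with no mixture and 100% = wells lacking enzyme; strong numbers were not always called active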
Ec RNAP inh = Escherichia coli RNA polymerase inhibition; P0A8V2; E. coli RNA polymerase, fluorescence transcription assay; inhibition, %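 (tested at 10 µM)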; 0.2% of 62,000 active; in the data active = inhibition above about 20%;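 also: 0% = enzyme without compound and 100% = no enzyme blank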
Target sequence (P0A8V2 whole entry, looked up): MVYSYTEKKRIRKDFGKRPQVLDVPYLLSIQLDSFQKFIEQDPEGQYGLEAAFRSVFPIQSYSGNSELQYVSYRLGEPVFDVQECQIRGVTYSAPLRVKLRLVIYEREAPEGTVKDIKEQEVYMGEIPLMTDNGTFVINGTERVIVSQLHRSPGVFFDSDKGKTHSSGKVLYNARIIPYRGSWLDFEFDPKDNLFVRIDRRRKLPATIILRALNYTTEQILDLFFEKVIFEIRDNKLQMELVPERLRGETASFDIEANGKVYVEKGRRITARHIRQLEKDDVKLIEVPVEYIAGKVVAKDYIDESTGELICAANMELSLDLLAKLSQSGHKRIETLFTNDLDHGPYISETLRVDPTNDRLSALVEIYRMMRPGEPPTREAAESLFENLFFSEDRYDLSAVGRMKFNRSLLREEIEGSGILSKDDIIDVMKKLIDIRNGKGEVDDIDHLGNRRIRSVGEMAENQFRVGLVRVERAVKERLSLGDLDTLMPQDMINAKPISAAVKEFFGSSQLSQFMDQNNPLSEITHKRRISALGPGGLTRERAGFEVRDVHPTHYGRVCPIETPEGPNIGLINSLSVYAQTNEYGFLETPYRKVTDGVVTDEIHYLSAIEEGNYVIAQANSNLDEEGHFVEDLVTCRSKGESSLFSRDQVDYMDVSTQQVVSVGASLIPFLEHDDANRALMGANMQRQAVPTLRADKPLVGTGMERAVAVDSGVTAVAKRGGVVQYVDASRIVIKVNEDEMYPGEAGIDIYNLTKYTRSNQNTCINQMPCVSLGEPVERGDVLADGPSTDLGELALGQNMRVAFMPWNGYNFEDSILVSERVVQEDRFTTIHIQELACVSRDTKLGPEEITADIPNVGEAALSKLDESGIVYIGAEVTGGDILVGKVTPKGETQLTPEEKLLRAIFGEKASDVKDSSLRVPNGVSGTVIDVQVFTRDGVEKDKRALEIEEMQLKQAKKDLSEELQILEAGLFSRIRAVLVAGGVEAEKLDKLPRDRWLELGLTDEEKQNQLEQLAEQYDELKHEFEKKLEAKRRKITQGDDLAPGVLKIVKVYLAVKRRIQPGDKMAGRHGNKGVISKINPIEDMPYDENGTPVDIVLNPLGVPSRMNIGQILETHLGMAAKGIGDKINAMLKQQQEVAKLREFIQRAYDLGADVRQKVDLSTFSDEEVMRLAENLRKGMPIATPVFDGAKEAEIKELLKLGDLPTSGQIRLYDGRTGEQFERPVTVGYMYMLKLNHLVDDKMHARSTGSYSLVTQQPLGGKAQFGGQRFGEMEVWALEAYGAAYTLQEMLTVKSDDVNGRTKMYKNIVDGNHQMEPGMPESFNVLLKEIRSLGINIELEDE
CatB block = inhibitors of human cathepsin B | inhibition, %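 (tested at 10 µM)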 | 0.1% of 63,000 active | P07858 | purified cathepsin B, fluorogenic substrate, fluorescence; in the data active = inhibition above about 21%;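 also: 0% = enzyme with no compound and 100% = no enzyme blank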
CatB mixtures = human cathepsin B inhibition by mixtures | Purified cathepsin B, AMC dipeptide fluorescence, compound mixtures | P07858 | 0.06% of 62,000 active | inhibition, %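 (ten-compound pools at 5 µM per compound and 50 µM total)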; in the data active = inhibition above about 22%, passing the limit was not always enough;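 also: 0% = enzyme without compound and 100% = no enzyme blank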
AP ELISA ortho = alternative pathway complement inhibition, orthogonal assay; Human serum alternative complement pathway, LPS-coated ELISA, C3 deposition; tested in compound mixtures; inhibition, % at 5 µM; 0.08% of 62,000 active;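 active = inhibition above 30% in each of the two pooled mixtures holding the compound, so the lower value exceeds 30%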;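 also: 0% = serum in Mg-EGTA without compound and 100% = EDTA serum blank; some compounds past the cut are filed as inactive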
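Assay system: Human serum alternative complement pathway, C3 deposition on LPS-coated wells | Incubation: 1 h serum-compound exposure at 37 °C | Doses: 5 µM per compound in ten-compound mixtures | Read-out: Percent inhibition | Technique: ELISA with HRP anti-human C3 antibody, TMB substrate, absorbance 450 nm | Replication: Two pool placements per compound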
CatG inh = inhibitors of human cathepsin G. P08311. 0.2% of 62,000 active. purified enzyme, AMC-tetrapeptide fluorescence, pooled mixtures. inhibition, % at 5 µM (by protocol);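 active = inhibition above 20% in each of the two mixture wells holding the compound; inactive = inhibition of 20% or less in either well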;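 also: 0% = enzyme control without mixture and 100% = blank lacking enzyme; strong numbers were not always called active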
C1s inh = blocks human complement C1s protease activity; 0.16% of 62,000 active; mean inhibition % of two 10-compound mixtures (stronger effect = higher value), % at 5 µM (by protocol); P09871; purified C1s, fluorogenic AMC substrate, pooled mixtures;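 active = inhibition above 20% in each of the two 10-compound mixture wells holding the compound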;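 also: 0% = enzyme wells lacking compound mixture and 100% = no-enzyme blank wells; some compounds called inactive have numbers as strong as hits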
CatS inh = blocks human cathepsin S protease activity | 0.06% of 62,000 active | inhibition, %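 (tested at 5 µM per compound within 10-compound mixtures)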 | P25774 | recombinant cathepsin S, AMC dipeptide fluorescence, pooled mixtures | AID 501; in the data active = inhibition above about 32%, passing the limit was not always enough;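 also: 0% = enzyme without compound and 100% = blank without enzyme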
An asterisk follows results filed as active. This is a subset, so the mix of outcomes need not match the whole.

CCOC(=O)C1=C(C)NC2=C(C(=O)CCC2)C1c1cc(OC)ccc1OC (centres undefined) was read as CatL block 20, FXIa inh mix 3, Ec RNAP inh 10, CatB block 3, CatB mixtures 6, AP ELISA ortho 4, CatG inh 10, C1s inh 3 and CatS inh -1.
For COc1ccc(CNC(=O)CCc2c(C)nc3ncnn3c2C)cc1 the results were CatL block -3, FXIa inh mix 6, Ec RNAP inh -5, CatB block -3, CatB mixtures -3, AP ELISA ortho 24, CatG inh -1, C1s inh -8 and CatS inh -6.
Screening COc1ccc(CN(C2CCCC2)S(=O)(=O)c2ccc(-n3cnnn3)c(OC)c2)cc1OC returned FXIa inh mix 2, Ec RNAP inh 2, CatB block 5, CatB mixtures 2, AP ELISA ortho 8, CatG inh 6, C1s inh 1 and CatS inh -2.
For O=S(=O)(Nc1cccc(C(F)(F)F)c1)c1cccnc1 the results were CatL block -3, FXIa inh mix 3, Ec RNAP inh 6, CatB block 2, CatB mixtures -2, AP ELISA ortho 4, CatG inh 1, C1s inh 1 and CatS inh -2.
`Cn1c(=O)c2c(nc(SCCCC#N)n2Cc2ccccc2F)n(C)c1=O` gave CatL block -3, FXIa inh mix 6, Ec RNAP inh -3, CatB block 8, CatB mixtures -2, AP ELISA ortho 10, CatG inh 4, C1s inh 1 and CatS inh 4.
CCOC(=O)Cc1csc(NC(=O)c2csc3c2CCCC3)n1 was read as CatL block -9, FXIa inh mix -1, Ec RNAP inh -6, CatB block -3, CatB mixtures -2, AP ELISA ortho -3, CatG inh -12, C1s inh -18 and CatS inh -3.
`c1ccc(OCCOc2ncnc3sccc23)cc1` gave CatL block -2, FXIa inh mix 1, Ec RNAP inh 5, CatB block 3, CatB mixtures -1, AP ELISA ortho 5, CatG inh 1, C1s inh 4 and CatS inh 5.
COc1ccc(S(=O)(=O)NCc2ccccc2Cl)cc1OC was read as CatL block 1, FXIa inh mix 5, Ec RNAP inh 3, CatB block -9, CatB mixtures 3, AP ELISA ortho 6, CatG inh -2, C1s inh -18 and CatS inh -4.
For CCOC(=O)C(C)(C)C(=O)C(C)(C)C(O)c1ccccn1 (centres undefined) the results were CatL block 6, FXIa inh mix 0, Ec RNAP inh 4, CatB block -1, CatB mixtures -4, AP ELISA ortho 1, CatG inh 9, C1s inh -2 and CatS inh -2.
Screening COCCOC(=O)c1[nH]c2c(c1C)C(=O)C(C(=O)OC)C(C)C2 (centres undefined) returned CatL block 8, FXIa inh mix 5, Ec RNAP inh 4, CatB block 0, CatB mixtures -2, AP ELISA ortho 1, CatG inh 2, C1s inh 6 and CatS inh 3.

The closing 2 compounds of the section before open the next one.
For CCOC(=O)C(C)(C)C(=O)C(C)(C)C(O)c1ccccn1 (centres undefined) the results were CatL block 6, FXIa inh mix 0, Ec RNAP inh 4, CatB block -1, CatB mixtures -4, AP ELISA ortho 1, CatG inh 9, C1s inh -2 and CatS inh -2.
Screening COCCOC(=O)c1[nH]c2c(c1C)C(=O)C(C(=O)OC)C(C)C2 (centres undefined) returned CatL block 8, FXIa inh mix 5, Ec RNAP inh 4, CatB block 0, CatB mixtures -2, AP ELISA ortho 1, CatG inh 2, C1s inh 6 and CatS inh 3.
CCC(=NCc1ccccc1)C1=C(O)C(C(=O)OC)C(C)(C)CC1=O (centres undefined) was read as CatL block 19, FXIa inh mix 2, Ec RNAP inh 4, CatB block 2, CatB mixtures 4, AP ELISA ortho 12, CatG inh 15, C1s inh 18 and CatS inh 6.
`CCCCn1c(CNC(=O)CCC)nc2ccccc21` gave CatL block 4, FXIa inh mix 4, Ec RNAP inh 5, CatB block 0, CatB mixtures 12, AP ELISA ortho -2, CatG inh 7, C1s inh 12 and CatS inh -3.
For Cc1ccc(-n2c(N)c(C(N)=O)sc2=S)c(C)c1 the results were CatL block 14, FXIa inh mix 0, Ec RNAP inh 14, CatB block 1, CatB mixtures -1, AP ELISA ortho -4, CatG inh 5, C1s inh 2 and CatS inh 9.
`Cc1ccc2cc(CN(CCCN(C)C)C(=O)NCc3ccccc3)c(=O)[nH]c2c1C` gave CatL block 3, FXIa inh mix 12, Ec RNAP inh 3, CatB block 2, CatB mixtures 7, AP ELISA ortho 12, CatG inh -1, C1s inh 7 and CatS inh -2.
`CCCn1c(=NC(C)=O)c(C(=O)OCC)cc2c(=O)n3ccccc3nc21` gave CatL block -149, FXIa inh mix -25, Ec RNAP inh -76, CatB block -25, CatB mixtures -11, AP ELISA ortho 13, CatG inh -17, C1s inh -168 and CatS inh -12.
Screening CCOC(=O)c1ccc(NC(=O)C2C3CCC(C3)C2C(=O)O)cc1 (centres undefined) returned CatL block 10, FXIa inh mix 1, Ec RNAP inh -1, CatB block 8, CatB mixtures 7, AP ELISA ortho -8, CatG inh -12, C1s inh -23 and CatS inh 9.
Screening O=C(CSc1nnc(-c2cccc(S(=O)(=O)N3CCCCC3)c2)o1)NCCC1=CCCCC1 returned CatL block 3, FXIa inh mix 3, Ec RNAP inh 8, CatB block 8, CatB mixtures 7, AP ELISA ortho 9, CatG inh -2, C1s inh -18 and CatS inh 7.
`Cc1cc(NC(=O)CSc2nc(-c3ccccc3)cs2)no1` gave CatL block 1, FXIa inh mix 5, Ec RNAP inh 7, CatB block 1, CatB mixtures 3, AP ELISA ortho 6, CatG inh -1, C1s inh -2 and CatS inh -4.
`COc1ccc(CC(=O)Nc2ccc(-c3noc(-c4cccc(OC)c4)n3)cc2)cc1` gave CatL block -2, FXIa inh mix 5, Ec RNAP inh 0, CatB block 4, CatB mixtures 5, AP ELISA ortho 19, CatG inh 12, C1s inh 14 and CatS inh -7.
Screening CCOC(=O)c1cn(CC(=O)Nc2ccc(C(C)C)cc2)nn1 returned CatL block -11, FXIa inh mix 0, Ec RNAP inh 1, CatB block 1, CatB mixtures 4, AP ELISA ortho 17, CatG inh 8, C1s inh 10 and CatS inh -8.
Screening O=C(O)C1CCCN(S(=O)(=O)c2ccc(Cl)s2)C1 (centres undefined) returned CatL block 17, FXIa inh mix 3, Ec RNAP inh 12, CatB block 4, CatB mixtures 7, AP ELISA ortho 6, CatG inh 13, C1s inh 10 and CatS inh 18.
For CC(=O)c1cccc(NC(=O)c2cc3ccccn3n2)c1 the results were CatL block 0, FXIa inh mix 7, Ec RNAP inh 8, CatB block 4, CatB mixtures 4, AP ELISA ortho 6, CatG inh 11, C1s inh 16 and CatS inh 21.
`COc1ccccc1C(=O)NC(C)C(c1cccs1)N1CCN(C)CC1` (centres undefined) gave CatL block 1, FXIa inh mix 0, Ec RNAP inh -11, CatB block -1, CatB mixtures -1, AP ELISA ortho -14, CatG inh -12, C1s inh -12 and CatS inh 9.
For COc1ccc(OCC(=O)N2CC3(C)CC2CC(C)(C)C3)cc1 (centres undefined) the results were CatL block -3, FXIa inh mix 5, Ec RNAP inh 6, CatB block -6, CatB mixtures 4, AP ELISA ortho 7, CatG inh 3, C1s inh 4 and CatS inh -1.
CC(=O)c1cccc(OCC(=O)c2cc(C)n(-c3cc(C)on3)c2C)c1 was read as FXIa inh mix 10, Ec RNAP inh 9, CatB block 2, CatB mixtures 0, AP ELISA ortho -7, CatG inh 11, C1s inh 12 and CatS inh 7.
Screening Cc1cccc(C(=O)NCc2nnc(SCC(=O)N3CCN(c4ccccc4)CC3)n2C)c1 returned CatL block 17, FXIa inh mix 3, Ec RNAP inh 8, CatB block 1, CatB mixtures 0, AP ELISA ortho 8, CatG inh 8, C1s inh 9 and CatS inh -5.
O=C(Cn1cnc2c(nnn2-c2cccc(Cl)c2)c1=O)N1CCCC1 was read as CatL block -6, FXIa inh mix 10, Ec RNAP inh -4, CatB block 2, CatB mixtures -3, AP ELISA ortho 9, CatG inh 0, C1s inh 2 and CatS inh 1.
CN1CCN(c2oc(-c3cccs3)nc2S(=O)(=O)c2ccccc2)CC1 was read as CatL block 4, FXIa inh mix 5, Ec RNAP inh 3, CatB block 0, CatB mixtures 4, AP ELISA ortho 2, CatG inh 9, C1s inh 16 and CatS inh -3.
For COc1ccc(C2C(C(=O)c3ccc(C)o3)=C(O)C(=O)N2c2cc(C)on2)cc1OC (centres undefined) the results were CatL block 10, FXIa inh mix 5, Ec RNAP inh 8, CatB block -4, CatB mixtures 4, AP ELISA ortho 6, CatG inh 1, C1s inh -8 and CatS inh 8.
COc1ccc(NC(=O)CC2Sc3ncnn3C2=O)cc1 (centres undefined) was read as CatL block 34, FXIa inh mix 3, Ec RNAP inh 10, CatB block -3, CatB mixtures 3, AP ELISA ortho 8, CatG inh 6, C1s inh 7 and CatS inh 1.
For CCOC(=O)CSc1nnc(CNC(=O)c2cccs2)n1CCc1ccccc1 the results were CatL block 9, FXIa inh mix 7, Ec RNAP inh 3, CatB block 5, CatB mixtures 8, AP ELISA ortho 6, CatG inh 9, C1s inh 11 and CatS inh 13.
`Cc1nonc1NC(=O)CSc1nc(C2CCCCC2)nc2ccccc12` gave CatL block 1, FXIa inh mix -2, Ec RNAP inh -2, CatB block 5, CatB mixtures 1, AP ELISA ortho 24, CatG inh 6, C1s inh -1 and CatS inh -3.
Screening CC(=O)NS(=O)(=O)c1ccc(NC(=O)CCC2CCCC2)cc1 returned CatL block 13, FXIa inh mix -1, Ec RNAP inh 14, CatB block 5, CatB mixtures 5, AP ELISA ortho 12, CatG inh 6, C1s inh 11 and CatS inh 9.
For O=C(O)C(Cc1ccccc1)n1cnnn1 (centres undefined) the results were CatL block 22, FXIa inh mix 3, Ec RNAP inh 15, CatB block 5, CatB mixtures 12, AP ELISA ortho -13, CatG inh 10, C1s inh 12 and CatS inh 5.
For CCC(NC(C)C)C(O)c1ccc(O)c(O)c1 (centres undefined) the results were CatL block 7, FXIa inh mix 2, Ec RNAP inh 17, CatB block 7, CatB mixtures 4, AP ELISA ortho 7, CatG inh 8, C1s inh 11 and CatS inh -3.
Screening COC(=O)c1cccc(NC(=O)Cn2cnc3c2c(=O)n(C)c(=O)n3C)c1 returned CatL block 30, FXIa inh mix 0, Ec RNAP inh 5, CatB block 1, CatB mixtures 5, AP ELISA ortho -22, CatG inh -10, C1s inh -30 and CatS inh 17.
Screening COc1ccc(N2C(=O)CCC(C(=O)N3CCCCCC3)C2c2ccc(OC)c(OC)c2)cc1 (centres undefined) returned CatL block 6, FXIa inh mix -8, Ec RNAP inh 0, CatB block 5, CatB mixtures 1, AP ELISA ortho 5, CatG inh -9, C1s inh -26 and CatS inh 15.
For COCc1[nH]nc2c1C(c1ccccc1F)C(C#N)=C(N)O2 (centres undefined) the results were CatL block 13, FXIa inh mix -3, Ec RNAP inh 7, CatB block 2, CatB mixtures 1, AP ELISA ortho 3, CatG inh -2, C1s inh 4 and CatS inh 5.
CC(C)(C)OC(=O)N1CCC(C(=O)N[C@H](Cc2ccccc2)C(=O)O)CC1 was read as CatL block 9, FXIa inh mix -2, Ec RNAP inh 13, CatB block 3, CatB mixtures 4, AP ELISA ortho 9, CatG inh 3, C1s inh -29 and CatS inh 5.
Screening CC(=O)Nc1ccc(NS(=O)(=O)c2cn(C)c(=O)n(C)c2=O)cc1 returned CatL block 1, FXIa inh mix 12, Ec RNAP inh 4, CatB block -4, CatB mixtures 5, AP ELISA ortho 18, CatG inh -1, C1s inh 2 and CatS inh 1.
Cn1c(=O)n(C)c2cc(C(=O)O)ccc21 was read as CatL block 18, FXIa inh mix 6, Ec RNAP inh 9, CatB block 5, CatB mixtures 5, AP ELISA ortho 8, CatG inh 9, C1s inh -8 and CatS inh 16.
For O=S(=O)(Nc1nc2ccccc2nc1NCc1ccco1)c1ccccc1 the results were CatL block -20, FXIa inh mix 14, Ec RNAP inh 8, CatB block 0, CatB mixtures 5, AP ELISA ortho 9, CatG inh 7, C1s inh 7 and CatS inh 5.

Source: PubChem BioAssay (PCMD)
